# ABHD4 inh – inhibitors of mouse ABHD4; Q8VD66; purified mABHD4, FP-Rh probe fluorescence polarization; inhibition, % at 8.92 µM; 0.54% of 370,000 active;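 active = inhibition exceeding the mean over every tested compound plus 3 SD, cut at about 30% in these data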;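 also: 0% = plate median of compound wells and 100% = S159A mutant with DMSO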
# Target sequence (Q8VD66 whole entry, looked up): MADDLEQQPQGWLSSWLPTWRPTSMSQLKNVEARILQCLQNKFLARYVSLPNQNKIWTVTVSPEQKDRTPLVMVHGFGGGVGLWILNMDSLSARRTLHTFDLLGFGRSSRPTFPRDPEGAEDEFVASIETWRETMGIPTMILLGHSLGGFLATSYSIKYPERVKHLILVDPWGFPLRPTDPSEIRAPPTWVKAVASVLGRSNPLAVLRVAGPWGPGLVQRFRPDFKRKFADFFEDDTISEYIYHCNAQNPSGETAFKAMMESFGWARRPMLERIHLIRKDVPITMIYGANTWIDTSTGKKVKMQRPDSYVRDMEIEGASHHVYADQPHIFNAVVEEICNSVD
#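 Assay system: wild-type mouse ABHD4 protein; compound: single nominal dose of 8.92 µM, 0.89% DMSO final; schedule: 45 min + 60 min at 25 °C; measured by: FP readout, ex 525 nm / em 598 nm; evaluation: % inhibition of FP-Rh probe binding versus controls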
# PRMT1 inh – blocks human protein arginine methyltransferase 1; Q99873; recombinant PRMT1, activity-based probe fluorescence polarization; inhibition, % at 2.79 µM; 1.3% of 370,000 active; AID 652257;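 active = inhibition above about 21% made by adding two undisclosed values, limit read from the data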
# LEDGF integ inh – blocks HIV-1 LEDGF/p75-dependent DNA integration; TR-FRET IN-LEDGF/p75 DNA integration, Eu/Cy5; inhibition, % at 3.7 µM; 0.64% of 370,000 active; AID 743269;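 active = inhibition above the screen-wide mean plus 3 SD, cut at about 13% in these data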;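 also: signal is the Cy5 over europium emission ratio at 671 and 618 nm; 0% = plate median of compound wells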
# TCR-CD3 inh – blocks the human TCR-CD3 interaction; TAMRA-labeled TCR probe fluorescence, biochemical; inhibition, % at 9.4 µM; 0.37% of 360,000 active; AID 651800; in the data active = inhibition above about 19%;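 also: recombinant mutant TCR 2C K166C tagged with TAMRA read by polarization; 0% = receptor in buffer alone and 100% = receptor with positive control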
# rCAG RNA binder – r(CAG) repeat RNA binding | 1.3% of 370,000 active | inhibition, % at 3 µM | AID 651821 | TO-PRO-1 dye displacement fluorescence;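 active = inhibition above the plate cutoff, the mean of all test compounds on that plate plus 3 SD, cut at about 35% in these data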;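 also: 0% = DMSO alone and 100% = 100 µM mitoxantrone as full dye displacement; higher means more dye released from RNA so lower well fluorescence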
# UHRF1 binding – UHRF1 methyl-DNA binding inhibition | inhibition, % at 4.4 µM | AID 687016 | UHRF1 binding to methylated oligo, TR-FRET | 0.75% of 370,000 active; in the data active = inhibition above about 21%;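 also: UHRF1 SRA domain binding a hemimethylated CpG hairpin DNA probe; 0% = median of test compound wells and 100% = reference inhibitor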
# Target sequence (Q96T88 whole entry, looked up, the tested form may be a part): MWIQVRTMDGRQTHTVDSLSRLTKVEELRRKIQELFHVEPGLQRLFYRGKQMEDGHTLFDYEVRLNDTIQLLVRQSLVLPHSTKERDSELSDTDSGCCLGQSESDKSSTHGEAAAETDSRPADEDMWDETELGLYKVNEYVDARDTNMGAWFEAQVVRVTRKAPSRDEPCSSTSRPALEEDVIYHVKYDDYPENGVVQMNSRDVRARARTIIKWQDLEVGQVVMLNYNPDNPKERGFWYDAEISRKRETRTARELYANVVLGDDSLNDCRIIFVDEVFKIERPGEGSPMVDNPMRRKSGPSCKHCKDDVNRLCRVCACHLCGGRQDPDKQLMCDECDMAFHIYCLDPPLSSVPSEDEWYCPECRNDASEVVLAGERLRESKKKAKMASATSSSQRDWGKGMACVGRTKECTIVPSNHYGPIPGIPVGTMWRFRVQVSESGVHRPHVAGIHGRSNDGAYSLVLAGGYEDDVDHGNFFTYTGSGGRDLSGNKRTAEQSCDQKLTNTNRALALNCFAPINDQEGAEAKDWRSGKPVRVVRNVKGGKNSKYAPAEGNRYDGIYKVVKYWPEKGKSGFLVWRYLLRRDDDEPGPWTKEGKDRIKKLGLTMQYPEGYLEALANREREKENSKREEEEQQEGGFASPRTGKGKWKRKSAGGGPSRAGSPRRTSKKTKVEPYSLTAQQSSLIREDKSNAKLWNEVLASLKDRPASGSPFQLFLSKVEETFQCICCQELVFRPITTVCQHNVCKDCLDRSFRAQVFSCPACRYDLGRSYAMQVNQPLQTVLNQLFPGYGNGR
# MBD2 DNA inh – blocks human MBD2 binding to methylated DNA. TR-FRET, MBD2 binding to methylated oligonucleotide. inhibition, % at 4.4 µM. 0.31% of 370,000 active. AID 686964; in the data active = inhibition above about 13%
# HTRA1 inhibitor – HTRA1 (human) protease inhibition; Q92743; recombinant HTRA1, FP-rhodamine activity-based probe, fluorescence polarization; inhibition, % at 5.96 µM; 0.5% of 340,000 active; AID 504803; in the data active = inhibition above about 36%;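 also: 0% = enzyme with DMSO and 100% = wells lacking enzyme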
# PG9 binder – binds the HIV-1 gp120 antibody PG9 | TR-FRET gp120-PG9 antibody binding | 0.43% of 360,000 active | inhibition, % at 6.7 µM | AID 624416; in the data active = inhibition above about 8.5%
# Rev-erbA mod – modulators of human Rev-erb alpha DNA binding | activity, % at 10 µM | AID 1259318 | 0.79% of 370,000 active | P20393 | Rev-erbα–FITC-DNA binding, fluorescence polarization, 90 min;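 active = activity above about 14%, limit read from the data; passing the limit was not always enough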;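 also: 0% = DMSO wells with 35 nM protein and 100% = DMSO wells with 750 nM protein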
# * marks the source's active call; other numbers are inactive results; / = no result given. Not all compounds are listed; count on the stated rates, not on these rows.
no.	molecule	ABHD4 inh	PRMT1 inh	LEDGF integ inh	TCR-CD3 inh	rCAG RNA binder	UHRF1 binding	MBD2 DNA inh	HTRA1 inhibitor	PG9 binder	Rev-erbA mod
1	Cc1ccc(NC(=O)COC(=O)c2cccc3c(=O)c(C)c(-c4ccccc4)oc23)cc1	-1	2	-3	-6	4	0	2	0	-0.9	-3
2	CCCC(CCC(=O)Nc1nccs1)C(=O)O (stereo unspecified)	1	-3	-1	3	0	-2	-6	4	2.2	-1
3	CC(=O)c1cn(CC(=O)Nc2ccc(C)cc2)c2ccccc12	4	-2	0	-1	0	2	-4	2	17*	13
4	CC1CN(c2oc(Cc3cccc4ccccc34)nc2C#N)CC(C)O1 (stereo unspecified)	-13	0	1	-2	-2	0	-4	-12	0.2	-1
5	Cc1noc(C)c1COc1cccc(C(=O)Oc2ccc3c(c2)OCO3)c1	-3	-2	2	-3	-5	2	1	-22	0.5	-8
6	CCCOc1ccc(/C=N/Nc2ccccn2)cc1OC	6	2	-3	-4	-4	2	1	-7	-0.1	-5
7	COC(=O)c1cc2c(c3c4cc(OC)ccc4n(S(=O)(=O)c4ccc(OC)cc4)c13)C(=O)N(Cc1ccccc1OC)C2	-5	-1	4	6	15	-1	-5	/	1.2	11
8	COC(=O)N/N=C/c1c(C)cc(C)cc1C	-4	-5	-4	4	0	2	5	2	-1.5	0
9	Cc1ccc(COc2coc(CN3CCN(C(=O)c4ccco4)CC3)cc2=O)cc1	9	6	0	-8	-4	7	-3	-6	-0.3	-3
10	COc1ccc2nc(NC(=O)CSc3nnc(C)n3N)sc2c1	1	4	-6	-6	-3	0	4	6	1.1	-3

# The final 4 records of the section above are carried over, then new ones follow.
no.	molecule	ABHD4 inh	PRMT1 inh	LEDGF integ inh	TCR-CD3 inh	rCAG RNA binder	UHRF1 binding	MBD2 DNA inh	HTRA1 inhibitor	PG9 binder	Rev-erbA mod
7	COC(=O)c1cc2c(c3c4cc(OC)ccc4n(S(=O)(=O)c4ccc(OC)cc4)c13)C(=O)N(Cc1ccccc1OC)C2	-5	-1	4	6	15	-1	-5	/	1.2	11
8	COC(=O)N/N=C/c1c(C)cc(C)cc1C	-4	-5	-4	4	0	2	5	2	-1.5	0
9	Cc1ccc(COc2coc(CN3CCN(C(=O)c4ccco4)CC3)cc2=O)cc1	9	6	0	-8	-4	7	-3	-6	-0.3	-3
10	COc1ccc2nc(NC(=O)CSc3nnc(C)n3N)sc2c1	1	4	-6	-6	-3	0	4	6	1.1	-3
11	O=C1CC(=O)Nc2cc(S(=O)(=O)Nc3cccc(C(F)(F)F)c3)ccc2N1	1	-1	5	8	4	-3	-5	7	-1.1	5
12	CC1(C(=O)O)CCCN1C(=O)c1cc2ccccc2s1 (stereo unspecified)	8	1	0	-2	0	2	2	/	1.8	-3
13	COc1ccc(-c2nnc(NC(=O)C3CCCN3S(=O)(=O)c3cccs3)o2)cc1 (stereo unspecified)	2	-4	2	-2	14	0	-1	-1	-0.3	-8
14	CS(=O)(=O)Nc1cccc(NC(=O)c2cccc3c(-c4cccc(C(N)=O)c4)coc23)c1	-42	1	1	-4	11	-4	0	/	1.3	-1
15	Cc1ccc(NCC(=O)N/N=C/c2ccc(-c3cccc(C(F)(F)F)c3)o2)cc1	6	-2	4	11	10	-7	-8	7	-1.3	7
16	Nc1nc2ccc(Cl)cc2cc1C(=O)NC1CC1	2	-1	3	6	2	6	-9	/	1.3	2
17	CC(C)Nc1nc(NC(C)C)nc(N(C)C#N)n1	0	-1	1	0	0	0	0	2	-1.2	1
18	Cc1c(OC(C)C(=O)N[C@H](C(=O)O)c2ccccc2)ccc2c3c(c(=O)oc12)CCCC3 (stereo partly specified)	-6	-5	2	-2	30	2	-2	-6	2.1	6
19	COc1ccc(CN2CCC(=O)N([C@H](CO)Cc3ccccc3)CC2)cc1OC	-2	-1	2	7	-7	0	2	-1	-3.4	-1
20	Cc1ccc(S(=O)(=O)NC(C(=O)N2CCN(S(=O)(=O)c3cccc(F)c3)CC2)C(C)C)cc1 (stereo unspecified)	-1	-3	-3	5	0	-2	5	9	0.8	-1
21	COc1ccc(C(=O)Nc2ccc(Oc3nc(C)nc4sc(-c5ccccc5)cc34)cc2)cc1OC	-5	1	-5	5	6	7	4	3	0.1	3
22	O=C(N/N=C/c1ccc([N+](=O)[O-])s1)c1ccccc1	1	-2	2	2	-1	5	1	22	-2.0	-5
23	CCCCNS(=O)(=O)c1cc(-c2nn(C)c(=O)c3ccccc23)ccc1C	-4	1	1	-4	-2	1	3	-11	-1.4	-3
24	Cc1cc(C)c2c(N)c(C(=O)Nc3c(C)n(C)n(-c4ccccc4)c3=O)sc2n1	6	1	-2	-2	-6	-3	-6	3	-2.1	-3
25	CS(=O)(=O)N(Cc1ccc(C(=O)NCCSCc2ccco2)cc1)c1ccccc1	1	1	-1	9	-2	0	-2	-6	-1.4	4
26	CC(C)(C)n1nnnc1C(c1cc2ccccc2o1)N(Cc1ccccc1)Cc1ccccc1 (stereo unspecified)	-1	-1	-1	-3	5	-3	4	/	1.0	-8
27	CC(C)c1ccc(C(C(=O)NC2CCCCC2)N(C(=O)c2ccccn2)c2cccnc2)cc1 (stereo unspecified)	1	4	-10	-2	-6	4	-2	8	-2.8	1
28	COc1ccc(C(O)c2nccn2C)cc1 (stereo unspecified)	-3	0	0	-10	4	7	3	-3	1.5	1
29	CCOc1ccc(CN2CCNC(=O)C2CC(=O)NCCc2ccccn2)cc1 (stereo unspecified)	3	-3	4	-1	-1	-2	-4	4	-0.5	1
30	O=C(CCCN1CCOCC1)c1ccc2c(c1)OCCO2	3	-1	-4	1	-1	2	1	-3	-1.1	-4
31	CC(=O)C(=Cc1cc(C)n(-c2ccccc2)c1C)C(C)=O	6	-1	2	3	-6	18	7	0	-0.4	-8
32	C/C(=N\Nc1cccc2cccnc12)c1ccc[nH]1	11	6	2	-4	6	-1	-3	28	-7.7	3
33	CN(C)C(CNC(=S)Nc1ccccc1Cl)c1cccnc1 (stereo unspecified)	1	-2	-2	2	-3	-1	3	-12	-2.8	2
34	COc1cccc2cc(C(=O)NCCC3=CCCCC3)c(=O)oc12	-4	2	0	-6	-1	1	-1	-9	-0.1	0
35	Cc1ccc(C2=NC(=O)/C(=C/c3cc(O)c(O)c(Br)c3)S2)cc1	22	23*	89*	33*	84*	50*	38*	67*	-5.0	-31
36	C=CCNc1nc(-c2c(C)nc3ncccn23)cs1	5	7	0	4	-2	-2	-2	0	-2.5	1
37	CN(C)c1nc(NCc2ccccc2)nc(SCC(N)=O)n1	1	2	-5	1	-4	2	3	-1	-0.5	2
38	C=CCNC(=S)/N=c1/ccccn1C	-18	20	10	-8	1	3	-3	4	-2.5	-5
39	O=C(Nc1cccnc1)c1cc2c(s1)-c1ccccc1OC2	-30	2	-3	-3	10	-2	5	-41	1.9	0
40	CCCCN(CC)C(=O)c1ccc2c(c1)OCO2	9	1	2	0	2	2	-4	3	-0.9	2
41	O/N=C1\CCC\C1=C/c1ccco1	3	2	7	3	4	6	-3	8	-0.3	-1
42	O=C(Nc1ccc(C(=O)O)cc1)/C(=C\c1ccco1)NC(=O)c1ccco1	5	47*	9	-4	3	9	4	-1	-0.4	1
43	COC(=O)c1c(NC(=O)c2cccs2)sc2c1CCCC2	-4	1	2	0	5	3	1	-5	-2.7	0
44	CN(C(=O)COc1ncnc2sccc12)c1ccccc1	-13	6	-1	-3	3	4	11	0	-1.9	-3
45	COC(=O)c1nc2n(n1)C(c1cc(OC)ccc1OC)C(C(=O)OC1CCCCC1)=C(C)N2 (stereo unspecified)	3	0	0	5	-4	1	2	-3	0.0	1
46	O=C(NN=Cc1cc(Cl)ccc1[N+](=O)[O-])c1cccc2ccccc12	-4	6	1	4	11	-3	-2	-2	1.5	4
47	COc1ccc(CNC(=O)c2ccc(N3CCC4(CC3)CC(c3ccc(Cl)cc3)=NO4)c(NC(=O)Cc3ccc(F)cc3)c2)cc1	-9	-1	0	-3	5	2	-5	-5	-1.9	-1
48	OCCNc1ncnc2c1ncn2Cc1ccccc1	-9	8	2	-9	1	9	1	0	1.5	0
49	CCn1c(SCC(=O)Nc2ccc(S(=O)(=O)Nc3ccccn3)cc2)nnc1-c1ccncc1	2	-1	0	8	-1	-1	1	-6	-2.6	-3
50	Cc1ccc(NC(=O)CN2C(=O)NC(C)(C3CC3)C2=O)c([N+](=O)[O-])c1 (stereo unspecified)	-1	-2	1	-3	0	18	0	11	-0.3	4

# Whole records from above. Order of values: ABHD4 inh | PRMT1 inh | LEDGF integ inh | TCR-CD3 inh | rCAG RNA binder | UHRF1 binding | MBD2 DNA inh | HTRA1 inhibitor | PG9 binder | Rev-erbA mod
# O=C(Nc1cccnc1)c1cc2c(s1)-c1ccccc1OC2 reads -30 | 2 | -3 | -3 | 10 | -2 | 5 | -41 | 1.9 | 0
# CCCCN(CC)C(=O)c1ccc2c(c1)OCO2 reads 9 | 1 | 2 | 0 | 2 | 2 | -4 | 3 | -0.9 | 2

# Going on with the list:
no.	molecule	ABHD4 inh	PRMT1 inh	LEDGF integ inh	TCR-CD3 inh	rCAG RNA binder	UHRF1 binding	MBD2 DNA inh	HTRA1 inhibitor	PG9 binder	Rev-erbA mod
51	COCCNC(=O)C1(C)CCCN(C(=O)COc2ccccc2)C1 (stereo unspecified)	-2	-1	-2	-2	2	-2	-5	/	-1.5	-6
52	CCCc1nnc(NC(=O)Nc2ccccc2OC)s1	-2	1	-1	-3	6	2	8	-5	1.0	2
53	O=S(=O)(c1ccc(SCCOc2ccc(Br)cc2)nc1)N1CCCC1	-1	6	-2	-7	1	8	4	-1	-1.6	-2
54	CCOc1ccc2ncc(S(=O)(=O)c3ccc(C)cc3)c(N3CCC4(CC3)OCCO4)c2c1	-13	-1	0	1	-1	3	1	-30	-0.9	0
55	CCc1ccc(/C=C2\SC(=S)N(CCCC(=O)Nc3nccs3)C2=O)cc1	0	-1	-2	4	1	1	-4	1	-2.6	1
56	COc1cc(N)c2ncccc2c1SC	17	4	16*	-4	2	-1	-15	10	-2.4	2
57	Cc1ccc(N(C(=O)CNC(=O)c2ccco2)C(C(=O)NC2CCCC2)c2cccnc2)cc1F (stereo unspecified)	1	-1	4	-2	-1	3	0	6	-0.8	8
58	COc1ccc(C(O)P(=O)(OCCC(C)C)c2ccc(N(C)C)cc2)cc1 (stereo unspecified)	2	-2	2	-1	-9	2	-3	-2	-1.4	-8
59	CCOC(=O)CSc1nnc(-c2ccc(Cl)cc2Cl)o1	0	2	-6	2	-7	-1	1	3	-2.6	3
60	O=C(CC(Nc1ccc(F)cc1)C(=O)O)c1ccccc1 (stereo unspecified)	1	18	-1	3	1	-1	-3	2	2.1	1
61	COc1ccc(S(=O)(=O)N(C)C[C@H]2Oc3c(NC(=O)Cc4ccccc4)cccc3C(=O)N([C@H](C)CO)C[C@@H]2C)cc1	7	-2	-5	4	-2	-1	-4	1	-0.3	-4
62	O=C(CSc1nnc2ccc(-c3cccnc3)nn12)Nc1ccc(F)cc1	-2	0	0	-8	1	1	-1	5	-2.2	1
63	O=C(COC(=O)CCC(=O)c1ccc(Cl)cc1)NCCc1ccccc1	1	-5	-1	6	-4	-1	-2	-2	1.1	-4
64	O=C(NC1CCCC1)c1cccnc1N1CCCCCC1	5	3	-1	-7	-2	1	1	0	1.6	-5
65	Cc1nc(Nc2ccc(Cl)cc2)c2oc3ccccc3c2n1	-3	3	3	3	2	1	2	-25	-1.3	7
66	O=C1c2ccccc2NC(c2ccc3c(c2)OCO3)N1O (stereo unspecified)	9	2	2	0	8	-4	-1	16	0.3	2
67	CC1(c2ccccn2)Nc2ccccc2-c2nc3ccccc3n21 (stereo unspecified)	2	-4	0	-3	4	-3	4	-3	1.8	0
68	CCc1n[nH]c(=S)n1/N=C/c1ccc(N(C)c2ccccc2)cc1	5	3	-3	5	8	0	3	-3	0.3	-20
